# Screens (PubChem)
# RNase H inhibition: RNase H inhibition, HIV 1 Gag Pol polyprotein, FRET biochemical assay, screening (AID 372); one-dose inhibition, % at 10 µM; IC50 in µM for titrated hits; HIV-1 RT RNase H, FRET RNA/DNA substrate fluorescence; higher % means a stronger effect; 100,000 compounds, 0.77% hits; in the data active means inhibition above about 50%
# * hit, by the source's call. Not all compounds are listed; rates above refer to the full screens.
SMILES,RNase H inhibition
O=C(O)CCCCCN1C(=O)C(=O)/C(=C(/O)c2ccc(Cl)cc2)C1c1ccc([N+](=O)[O-])cc1 (stereo not drawn),6.0%
CCOC(=O)C1=C(C)N=c2s/c(=C\c3cccc(OCc4ccc([N+](=O)[O-])cc4)c3)c(=O)n2C1c1ccc(OC)cc1 (stereo not drawn),4.0%
CCSc1nc(N)c(C#N)c(-c2ccco2)c1C#N,14.0%
CC(C)(C)C(=O)Nc1nnc(Cc2ccccc2)s1,0.0%
CC(Nc1cccc2ccccc12)C(=O)N/N=C/c1ccc(O)cc1O (stereo not drawn),0.0%
COCC(C)NC(=O)c1ccc(OC(C)=O)cc1 (stereo not drawn),0.0%
Cc1cc(C)n2nc(-c3cccc(Cl)c3)cc2n1,8.0%
O=C(N/N=C/c1ccccc1)c1ccc(F)cc1,11.0%
O=C(N/C(=C/c1cccnc1)c1nc2ccccc2[nH]1)c1cccc(Br)c1,10.0%
O=S(=O)(NC1CCCCCC1)c1ccc(Cl)cc1,0.0%
CCOC(=O)c1c(NC(=O)COc2ccc(Cl)cc2C)sc(C(N)=O)c1C,12.0%
Cc1c(N=Cc2cc(Cl)ccc2O)c(=O)n(-c2ccccc2)n1C,0.0%
CCc1cccc(C)c1NC(=O)COc1ccccc1,4.0%
CCOc1ccc(C=NN2CCN(Cc3ccccc3)CC2)cc1,15.0%
CC(C)(C)c1ccc(-c2cc(-c3ccccc3O)[nH]n2)cc1,20.0%
CCc1ccccc1N1C(=O)/C(=C/c2ccc(N3CCCCC3)o2)C(=O)NC1=S,19.0%
COc1cc(C)ccc1OCCOCCOc1ccc([N+](=O)[O-])cc1Cl,29.0%
CCc1ccc2oc(-c3ccc(C)c(NC(=O)c4cc(Cl)ccc4OC)c3)nc2c1,6.0%
O=C(COc1ccc2ccccc2c1)NCc1ccccc1Cl,15.0%
Fc1ccccc1OCCSc1nc2ccc(Br)cc2[nH]1,15.0%
Cc1ccc(C2SCC(=O)N2CCCN(C)C)cc1 (stereo not drawn),13.0%
C/C(=C\C(=O)c1ccc(Br)cc1)Nc1ccccc1O,10.0%
COc1ccc(CCNC(=O)c2c(-c3ccccc3Cl)noc2C)cc1OC,13.0%
CCOC(=O)C1=C(O)CSC1=Nc1ccccc1,0.0%
O=C(CC(=O)N/N=C/c1c(Cl)cccc1Cl)NCc1cccnc1,7.0%

# (cont.)
SMILES,RNase H inhibition
CCOC(=O)c1ccc(NC(=O)/C(=C\c2ccc3c(c2)OCO3)NC(=O)c2ccccc2)cc1,7.0%
COc1ccc(C2C(C(=O)c3nccs3)=C(O)C(=O)N2c2ccc(Cl)cc2)cc1 (stereo not drawn),13.0%
COc1cc(CN2CCN(c3ccccn3)CC2)ccc1O,0.0%
Cc1ccc(C(=O)NCCNc2ccc([N+](=O)[O-])cc2Cl)o1,7.0%
COc1ccccc1N1CCN(Cc2sccc2C)CC1,0.0%
CNC(=O)c1ccc(C(=O)N(C(C)C)C(C)C)cc1,11.0%
Oc1[nH]c2ccccc2c1C=Nc1ccccc1,13.0%
CCCOc1ccc(C2C(C(=O)OC(C)C)=C(C)NC3=C2C(=O)CCC3)cc1OC (stereo not drawn),15.0%
C=CCN1C(=O)/C(=C/c2ccc(C)cc2)SC1=S,15.0%
FC(F)(F)c1cccc(NC(=S)NCc2ccc3c(c2)OCO3)c1,0.0%
COc1cc(/C=c2\sc3nc4ccccc4n3c2=O)ccc1OC(=O)c1cccs1,9.0%
Cc1cc(Br)c(S(=O)(=O)N(Cc2ccccc2)Cc2ccccc2)cc1C,14.0%
CC1(C)CC2CC(C)(CN2S(=O)(=O)c2ccc(C(=O)Nc3ccc(Cl)c(S(=O)(=O)N4CCOCC4)c3)cc2)C1 (stereo not drawn),0.0%
Cc1c(N=Cc2ccc(C=Nc3cccc([N+](=O)[O-])c3C)cc2)cccc1[N+](=O)[O-],15.0%
COc1ccccc1Nc1nc(-c2cc3c(ccc4ccccc43)oc2=O)cs1,23.0%
CC(=O)c1ccc(NC(=O)Cc2ccc(Cl)cc2)cc1,12.0%
COc1cc2ccccc2cc1C(=O)Nc1ccc(Cc2ccncc2)cc1,11.0%
COc1ccc(/C=N/Nc2cc(C)nc(N)n2)cc1,10.0%
COc1ccccc1OCC(=O)N/N=C/c1ccc(Cl)cc1,7.0%
COc1cc(NS(=O)(=O)c2c(C)cc(C)cc2C)c(OC)cc1Cl,20.0%
CC(=O)c1ccc(N2C(=O)CC(S/C(N)=N/N=C(\C)c3cccs3)C2=O)cc1 (stereo not drawn),0.0%
CC(C)CN1C(=O)/C(=C/c2cccc(Br)c2)SC1=S,13.0%
Cc1ccc2nsnc2c1NC(=O)/C=C/c1ccccc1,6.0%
Cc1ccc(/C=C2\SC(=O)NC2=S)o1,20.0%
COc1ccc(-c2cc(C(=O)N/N=C\c3cc(OC)c(OC)c(OC)c3)[nH]n2)cc1,5.0%

# More records.
SMILES,RNase H inhibition
O=C(Nc1ccc(I)cc1Cl)c1cc2ccccc2oc1=O,3.0%
COCCOC(=O)C1=C(C)NC(=O)CC1c1ccccc1OC(C)C (stereo not drawn),0.0%
CCCC1=C(C(=O)OCC)C(c2cccc(Br)c2)C(C#N)=C(N)O1 (stereo not drawn),0.0%
Cc1ccc(OCCCn2ccnc2)cc1,4.0%
NC(=O)C(Cc1ccccc1)N1CC(=O)NC(=O)C1 (stereo not drawn),0.0%
COc1cc(/C=C(\C#N)c2nc3ccccc3[nH]2)ccc1Oc1ccc([N+](=O)[O-])cc1C#N,9.0%
COc1ccc(C(=O)Nc2cccc(C)c2C)cc1,6.0%
O=[N+]([O-])c1ccc(CN2CCN(Cc3ccco3)CC2)cc1,1.0%
O=C(Nc1ncc(Cc2ccc(F)cc2)s1)c1ccccc1Br,10.0%
CN(C)CCNC(=O)C(c1ccccc1)c1ccccc1,0.0%
CCC(=O)N1c2ccccc2-c2nnc(SC)nc2OC1c1c(OC)ccc2ccccc12 (stereo not drawn),4.0%
CCSc1nnc(NC(=O)c2ccc(Cl)cc2)s1,4.0%
O=C1CC(c2ccccc2OCc2ccccc2)CC2=C1C(c1ccccc1)Nc1ccccc1N2 (stereo not drawn),22.0%
O=C(CSc1nc2ccccc2o1)NCc1ccco1,0.0%
O=C(Nc1ccc(O)c(-c2nc3ccccc3o2)c1)c1cc(Br)ccc1Cl,5.0%
CC1(C)CC(=O)C2=C(C1)c1cc3ccccc3cc1NC2c1cccc([N+](=O)[O-])c1 (stereo not drawn),12.0%
COc1cc(OC)c(/C=N/NC(=O)CCC(=O)Nc2cccc(Cl)c2C)cc1Br,9.0%
CS(=O)(=O)N(CC(=O)O)c1cccc2ccccc12,17.0%
COc1ccc(-c2nn(-c3ccccc3)cc2/C=N/NC(=O)COc2ccccc2)cc1,2.0%
O=C(Nc1ccc(S(=O)(=O)Nc2ncccn2)cc1)c1cccs1,0.0%
O=C(N/N=C/c1ccc([N+](=O)[O-])cc1)c1ccc(O)cc1O,0.0%
O=[N+]([O-])c1ccc(N2CCOCC2)cc1N1CCOCC1,1.0%
CC(C)CN1C(=O)/C(=C/c2ccc(Cl)c(Cl)c2)SC1=S,12.0%
COc1ccccc1CNC(=O)N1CCOCC1,0.0%
Clc1ccccc1CN1CCN(Cc2c[nH]c3ccccc23)CC1,16.0%

# (cont.)
SMILES,RNase H inhibition
CCOC(=O)c1ccc(N/C=C/C(=O)c2ccc(C)cc2)cc1,5.0%
CCC(=O)Nc1ccc2oc(-c3ccc4ccccc4c3)nc2c1,9.0%
CC(C)CCSc1nc2c(c(=O)n1C1CCOC(C)(C)C1)C1(CCCCC1)Cc1ccccc1-2 (stereo not drawn),7.0%
CCN(CC)S(=O)(=O)c1cccc(C(=O)Oc2ccc([N+](=O)[O-])cc2)c1,0.0%
Cc1ccc(C)c(NC(=O)C(=O)NN=C2CCCCCCC2)c1,0.0%
COc1ccc(C2CC(=O)C3=C(C2)Nc2ccccc2NC3c2cccs2)cc1OC (stereo not drawn),0.0%
Cc1cc(C)c(OCCCCOc2cccc3cccnc23)c(Cl)c1,37.0%
NC(=O)SCC(=O)Nc1cccc(O)c1,8.0%
C/C(CC(=O)Nc1ccccc1C#N)=N\NC(=O)COc1ccc(C)cc1C,6.0%
COc1ccc(Cl)cc1NC(=O)Cc1ccc(Br)cc1,7.0%
CN1CCN(S(=O)(=O)c2ccc(Br)c3ccccc23)CC1,11.0%
COc1ccc(C(=O)Nc2ccc(O)c(-c3nc4cc(Cl)ccc4o3)c2)cc1,7.0%
O=C(Nc1scc(-c2cccs2)c1C(=O)O)c1ccccc1I,7.0%
CS(=O)(=O)N(CC(N)=O)c1cccc(C(F)(F)F)c1,0.0%
O=C(O)CCCN1C(=O)/C(=C2/C(=O)N(CC(=O)O)c3ccccc32)SC1=S,0.0%
CC(C)C(C(=O)O)N1C(=O)/C(=C/c2ccc([N+](=O)[O-])cc2)SC1=S (stereo not drawn),3.0%
CC(=O)Nc1ccc(Nc2nc3ccccc3nc2Nc2ccc(NC(C)=O)cc2)cc1,5.0%
CC(C)COc1ccc(C(=O)Nc2ccc(NC(=O)c3cccc(Cl)c3)cc2)cc1,0.0%
Cc1ccc(NC2=NC3(CCCC3)N=C(N)N2)c(C)c1,7.0%
O=C(NNC1=C(C(=O)C(F)(F)F)CCC1)c1ccc(-c2ccccc2)cc1,8.0%
CCn1c(C)[n+](CCO)c2cc(Cl)c(Cl)cc21,13.0%
CCOC(=O)c1ccc(NC(=O)c2ccc[n+]([O-])c2)cc1,1.0%
O=C(Nc1ccc2c(c1)C(=O)c1ccccc1C2=O)c1ccc(-c2ccc(Cl)c(Cl)c2)o1,6.0%
Cc1ccccc1C(=O)NC1CCSC1=O (stereo not drawn),0.0%
Cc1cc(C(=O)O)ccc1-n1c(C)cc(C=C2C(=O)N(C)C(=S)N(C)C2=O)c1C,23.0%

# More results follow:
SMILES,RNase H inhibition
COc1ccc(/C=C/C(=O)Oc2ccc3c(c2)C(C)=CC(C)(C)N3)cc1,16.0%
O=C(Nc1ccc(NC(=O)c2ccc(-c3ccc([N+](=O)[O-])cc3)o2)cc1)c1ccco1,0.0%
COc1ccc(S(=O)(=O)N(CC(=O)NCc2ccco2)c2cc(C)cc(C)c2)cc1OC,10.0%
CCOC(=O)C1CCN(Cc2ccc(OC)c(OC)c2OC)CC1,0.0%
CCC1CCCCN1Cc1c(C)[nH]c2c(ccc3ccccc32)c1=O (stereo not drawn),7.0%
CC1=CC(C)C2COC(c3ccccc3O)C1C2C (stereo not drawn),7.0%
COc1ccccc1N1CCN(C(=O)COc2ccc(Cl)cc2C)CC1,19.0%
Cc1cc(C)n(C(=O)COc2ccc(Oc3ccccc3)cc2)n1,1.0%
CC(=O)Nc1ccc(Oc2cccc(Oc3ccc(NC(C)=O)cc3)c2)cc1,13.0%
Cc1cc(Cl)cc(Cl)c1OCC(=O)Nc1ccc(Cl)c(-c2nc3ncccc3o2)c1,15.0%
CCCCOC(=O)Nc1ccc(S(=O)(=O)Nc2ccccc2I)cc1,2.0%
CCNC(=O)CN(c1ccccc1)S(=O)(=O)c1ccc(OC)cc1,12.0%
CC(C)=CC(=O)CC(O)(c1ccccc1)C(F)(F)F (stereo not drawn),6.0%
COc1ccccc1N=CC1=C(c2ccccc2)OC(c2ccccc2)=CC1c1ccccc1C (stereo not drawn),9.0%
O=[N+]([O-])c1ccccc1-c1cc(-c2ccccc2)c2c(ccc3ccccc32)n1,17.0%
Cc1ccc2nc(-c3ccc(NC(=S)NC(=O)c4ccccc4Cl)cc3)oc2c1,12.0%
O=[N+]([O-])c1ccc(C2Nc3c(Cl)cccc3C3C=CCC32)cc1 (stereo not drawn),30.0%
CCOC(=O)c1c(NC(=O)COc2cc(Cl)ccc2Cl)sc(C(C)=O)c1C,6.0%
O=C1c2ccc([N+](=O)[O-])cc2C(=O)N1c1cccc(-c2nc3cc4ccccc4cc3[nH]2)c1,4.0%
Cc1ccc(S(=O)(=O)N(CC(=O)Nc2cccc3ccccc23)c2ccc(F)cc2)cc1,26.0%
Cc1cc(C(=O)Nc2ccc(O)c(C(=O)O)c2)oc1C,10.0%
CC(=O)OC(OC(C)=O)c1ccc([N+](=O)[O-])s1,17.0%
COc1ccc2ccccc2c1C=C1C(=O)N(C)C(=S)N(C)C1=O,29.0%
O=C(NC(=S)Nc1ccc(Cl)cc1)c1ccccc1I,14.0%
O=[N+]([O-])c1ncn(C23CC4CC(CC(C4)C2)C3)n1,12.0%

# Shown tab-delimited: part of the list above
Structure	RNase H inhibition
COc1ccc(/C=C/C(=O)Oc2ccc3c(c2)C(C)=CC(C)(C)N3)cc1	16.0%
O=C(Nc1ccc(NC(=O)c2ccc(-c3ccc([N+](=O)[O-])cc3)o2)cc1)c1ccco1	0.0%
COc1ccc(S(=O)(=O)N(CC(=O)NCc2ccco2)c2cc(C)cc(C)c2)cc1OC	10.0%
CCOC(=O)C1CCN(Cc2ccc(OC)c(OC)c2OC)CC1	0.0%
CCC1CCCCN1Cc1c(C)[nH]c2c(ccc3ccccc32)c1=O (stereo not drawn)	7.0%
CC1=CC(C)C2COC(c3ccccc3O)C1C2C (stereo not drawn)	7.0%
COc1ccccc1N1CCN(C(=O)COc2ccc(Cl)cc2C)CC1	19.0%
Cc1cc(C)n(C(=O)COc2ccc(Oc3ccccc3)cc2)n1	1.0%
CC(=O)Nc1ccc(Oc2cccc(Oc3ccc(NC(C)=O)cc3)c2)cc1	13.0%
Cc1cc(Cl)cc(Cl)c1OCC(=O)Nc1ccc(Cl)c(-c2nc3ncccc3o2)c1	15.0%
CCCCOC(=O)Nc1ccc(S(=O)(=O)Nc2ccccc2I)cc1	2.0%
CCNC(=O)CN(c1ccccc1)S(=O)(=O)c1ccc(OC)cc1	12.0%
CC(C)=CC(=O)CC(O)(c1ccccc1)C(F)(F)F (stereo not drawn)	6.0%
COc1ccccc1N=CC1=C(c2ccccc2)OC(c2ccccc2)=CC1c1ccccc1C (stereo not drawn)	9.0%
O=[N+]([O-])c1ccccc1-c1cc(-c2ccccc2)c2c(ccc3ccccc32)n1	17.0%
Cc1ccc2nc(-c3ccc(NC(=S)NC(=O)c4ccccc4Cl)cc3)oc2c1	12.0%
O=[N+]([O-])c1ccc(C2Nc3c(Cl)cccc3C3C=CCC32)cc1 (stereo not drawn)	30.0%
